Source: PubChem BioAssay (National Center for Advancing Translational Sciences (NCATS))
Tb PGK inh = blocks T. brucei phosphoglycerate kinase; PGK/GAPDH coupled, Kinase-Glo luminescence, 60 min; Potency, µM (highest dose often 57.5 µM), for inactives: at the highest dose activity change, negative = inhibition, most hits filed as inhibitors; 380,000 tested, 0.043% active; AID 602233; also: % is scaled to controls: 0 for no effect and ±100 for the full control effect; nearly all actives have a fitted effect of over 60% in size
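Luminescent ATP detection (Kinase-Glo Plus) follows a 60-minute room-temperature incubation, with wells lacking PGK as controls. Buffer: 100 mM TEA (pH 7.6), 5 mM MgCl2, 0.01% Tween-20. Coupling enzyme GAPDH (100 nM final) supplies unstable 1,3-BPG in-well.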
ERG-DNA inh = ERG Ets/DNA interaction inhibition | P11308 | fluorescence polarization, His-ERG Ets domain / labelled DNA | Potency, µM (highest dose often 76.9 µM), for the others: at the top dose FP activity, negative = inhibition, most hits filed as inhibitors | 370,000 tested, 0.028% active | AID 624246; active = well fitted inhibition curve with a large enough effect in the polarisation, with a control signal flat; inconclusive = small, poorly fitted or top-dose-only effect, or effect the other way, or a change in a side signal; inactive = no such curve, though single readings can be large or run the other way; the % refers to the polarisation;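 also: polarization taken with two DNA probes labelled with fluorescein and Texas red; % of control where 0% means no effect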
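His-tagged ERG Ets domain (1 uM in the protein solution; 300mM KCl, 50mM Tris-HCl, 1mM EDTA, 1mM DTT, pH 7.5) received compound, then a probe mix of 5 nM fluorescein-DNA and 100nM Texas-615-DNA. Fluorescence polarization was read for both dyes.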
ALOX12 inh = blocks human arachidonate 12S-lipoxygenase | 580,000 tested, 1.1% active | purified 12hLO, xylenol orange hydroperoxide absorbance | Potency, µM (series often up to 108 µM), inactives show at the highest dose activity change, negative = inhibition, most hits filed as inhibitors | P18054; also: % is scaled to controls: 0 for no effect and ±100 for the full control effect
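Purified human 12hLO at 150 nM in 25 mM Hepes, 0.01% Triton X-100, pH 7.0, preincubated 15 min at room temperature with compound. Reaction started with 40 uM arachidonic acid, 30 min at room temperature. Hydroperoxide measured by Fe-xylenol orange, 573/405 nm absorbance ratio.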
GLS inhibitor = inhibitors of human glutaminase (GLS). Potency, µM (top dose mostly 45.5 µM), without a hit: at the highest dose activity change, negative = inhibition, usual class: inhibitors. 410,000 tested, 0.21% active. O94925. GLS enzymatic activity, qHTS titration; also: % is scaled to controls: 0 for no effect and ±100 for the full control effect
Target sequence (O94925 whole entry, looked up): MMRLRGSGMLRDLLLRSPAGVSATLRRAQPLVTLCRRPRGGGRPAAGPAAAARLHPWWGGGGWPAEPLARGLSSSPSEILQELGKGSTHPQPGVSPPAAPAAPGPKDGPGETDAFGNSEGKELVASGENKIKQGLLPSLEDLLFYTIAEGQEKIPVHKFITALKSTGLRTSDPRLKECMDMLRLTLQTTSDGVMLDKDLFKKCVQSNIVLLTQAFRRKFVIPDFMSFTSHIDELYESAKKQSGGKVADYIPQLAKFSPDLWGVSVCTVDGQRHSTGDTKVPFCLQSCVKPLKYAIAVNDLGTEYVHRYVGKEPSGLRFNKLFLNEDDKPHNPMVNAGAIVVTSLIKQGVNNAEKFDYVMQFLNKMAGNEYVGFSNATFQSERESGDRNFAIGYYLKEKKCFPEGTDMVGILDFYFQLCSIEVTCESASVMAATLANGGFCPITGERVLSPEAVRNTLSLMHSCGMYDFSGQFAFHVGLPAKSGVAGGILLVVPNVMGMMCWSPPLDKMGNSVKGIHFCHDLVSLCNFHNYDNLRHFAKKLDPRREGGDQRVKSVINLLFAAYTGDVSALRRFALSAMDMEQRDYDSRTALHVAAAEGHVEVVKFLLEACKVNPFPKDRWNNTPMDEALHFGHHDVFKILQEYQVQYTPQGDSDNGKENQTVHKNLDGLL
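Read-out is an Amplex red fluorescence increase coupled through glutamate oxidase and HRP, measured before and after 30 min room-temperature incubation. hKGA is in 45 mM KH2PO4 (pH 8.2) with 0.02% Tween-20; glutamine added as 1mM solution.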
HP1b chromo inh = HP1-beta chromodomain-methylated histone interaction inhibition; P83916; 390,000 tested, 0.56% active; AlphaScreen HP1-beta / biotin-H3K9me3 peptide binding; Potency, µM (titrated, usually from 114 µM), without a hit: at the highest dose activity change, negative = inhibition, usual class: inhibitors; also: nearly all actives have a fitted effect of over 70% in size; inactives centre near 23
Target sequence (P83916 whole entry, looked up): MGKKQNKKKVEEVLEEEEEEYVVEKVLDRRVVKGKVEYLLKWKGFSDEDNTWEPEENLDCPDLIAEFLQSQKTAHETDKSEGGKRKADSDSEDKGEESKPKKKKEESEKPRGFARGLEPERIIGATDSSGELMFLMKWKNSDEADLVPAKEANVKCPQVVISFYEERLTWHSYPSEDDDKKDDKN
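HP1-beta protein (50 nM final) preincubated 30 min at room temperature with biotinylated H3(1-18)K9me3 peptide (50 nM) in PBS pH 7.4, 0.01% Tween-20, then compound added for 30 min. AlphaScreen streptavidin donor/nickel chelate acceptor beads (10 ug/mL final), 30 min dark, luminescence read.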
RGS4 inh = inhibitors of human regulator of G protein signaling 4 | AID 504845 | Potency, µM (series often up to 114 µM), for inactives: at the highest dose activity change, negative = inhibition, hits mostly inhibitors | Transcreener GDP fluorescence polarization, RGS4-accelerated GTP hydrolysis | 390,000 tested, 0.039% active; also: % is scaled to controls: 0 for no effect and ±100 for the full control effect; nearly all actives have a fitted effect of over 75% in size; some results filed as inactive show a strong effect at the top dose
Target sequence (P49798 whole entry, looked up): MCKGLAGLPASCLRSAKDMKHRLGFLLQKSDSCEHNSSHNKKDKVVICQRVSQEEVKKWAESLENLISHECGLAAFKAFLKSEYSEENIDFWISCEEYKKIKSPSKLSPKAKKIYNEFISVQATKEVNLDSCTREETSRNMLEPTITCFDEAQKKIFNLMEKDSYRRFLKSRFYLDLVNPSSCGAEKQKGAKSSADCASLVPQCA
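MLSMR compounds (23 nl, pin-transferred) preincubated 10 min at room temperature with a 500nM (2x) first reagent, then RGS4 at 900nM (2x) plus Transcreener GDP mix added; fluorescence polarization (620/688 nm) read before and after 90 min at 30 °C.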
JMJD2A Tudor = blocks the human JMJD2A Tudor domain | AID 504339 | Potency, µM (series often up to 114 µM), for inactives: at the highest dose activity change, negative = inhibition, hits mostly inhibitors | O75164 | AlphaScreen JMJD2A-Tudor / H3K4me3 peptide binding | 390,000 tested, 4.4% active; also: % is scaled to controls: 0 for no effect and ±100 for the full control effect; nearly all actives have a fitted effect of over 50% in size
Pin1 inh = inhibitors of human Pin1. Q13526. Pin1 FP peptide displacement, HiFluor488, 10 min. Potency, µM (doses to about 115 µM), inactives show at the top dose activity, negative = inhibition, most hits filed as inhibitors. 390,000 tested, 0.009% active. AID 504891; active = well fitted inhibition curve with a large enough effect in the polarisation, with a control signal flat, not every such curve was filed as active; inconclusive = small, poorly fitted or top-dose-only effect, or effect the other way, or a change in a side signal; inactive = no such curve, though single readings can be large or run the other way; the % refers to the polarisation; also: % is scaled to controls: 0 for no effect and ±100 for the full control effect
rTrxR1 inhibitor = rat TrxR1 inhibition; 390,000 tested, 1% active; Potency, µM (highest dose often 114 µM), for the others: at the highest dose activity change, negative = inhibition, most hits filed as inhibitors; O89049; recombinant rTrxR1, NADPH fluorescence consumption, selenite substrate; also: % is scaled to controls: 0 for no effect and ±100 for the full control effect; nearly all actives have a fitted effect of over 65% in size
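Rat TrxR1 (90 nM in the dispensed reagent) was pre-reduced with 400 uM NADPH for 5 min at room temperature, then incubated with compound for 15 min. After 400 uM selenite was added, NADPH fluorescence (Ex 340/Em 450 nm) was followed for 8 min.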
An asterisk follows results filed as active; i = inactive; ? = inconclusive; nt = no result given; [ ] = another dose, or the depositor's remark. Unless noted, calls follow the shape of the dose curve; as a rule, active = well fitted curve in the direction sought with a large enough effect; inconclusive = small, poorly fitted or top-dose-only effect, or another doubt; inactive = no such curve, though single readings can be large; an effect the other way counts as inactive or inconclusive. Potency is read from the fitted curve at half-maximal effect.

SMILES	Tb PGK inh	ERG-DNA inh	ALOX12 inh	GLS inhibitor	HP1b chromo inh	RGS4 inh	JMJD2A Tudor	Pin1 inh	rTrxR1 inhibitor
Cc1ccc(OCC(=O)Nc2cccc(C(=O)OCc3cc(=O)n4cc(C)sc4n3)c2)cc1	-4%	5%	-16%	-7%	45%[activator]	-23%	8%	-2%	7%[57.1 µM]
O=C(CCCSc1ccccc1)Nc1ccc(Cl)c(S(=O)(=O)N2CCOCC2)c1	23%	nt	15%	6%	10%	4%	-32%	2%	-2%
CC(C)C(=O)N1c2ccccc2NC2=C(C(=O)CCC2)C1c1ccc(N(C)C)cc1 (stereo not given)	-8%	2%	292%[activator]	23%	5%	-8%	-19%	-2%	0%[57.1 µM]
COc1ccc(NC(=O)Cn2c(=O)n(CCCC(=O)NCc3ccccc3Cl)c(=O)c3ccccc32)c(OC)c1	-6%	8%	?	1%	2%	8%	-16%	1%	-5%
NC(=O)Cn1cc(C(=O)C(=O)N2CCOCC2)c2ccccc21	-3%	-14%	-9%	-6%	15%	-7%	7%	1%	4%
Cc1ccc(-c2c(C#N)c(N)nc3c2CCCC3)o1	3%	-7%	-7%	1%	40%[activator]	-25%	-10%	5%	32µM*
O=C(O)c1[nH]c2ccccc2c1NS(=O)(=O)c1ccc(F)cc1	8%	10%	12%	-16%	2%	-28%[56.9 µM]	-21%	-22%	12%[57.1 µM]
Cc1ccccc1CNC(=O)C(=O)NCC(c1ccco1)S(=O)(=O)c1ccc(F)cc1 (stereo not given)	i	2%	-26%	9%	24%	2%	-25%	?	-4%[57.1 µM]
Cc1nnc(SCC(=O)Nc2sccc2C(N)=O)n1Cc1ccccc1	nt	nt	1%	11%	55%[activator]	5%	-18%	1%	9%[57.1 µM]
COc1cccc(NC(=O)c2nnn(CC(=O)Nc3cc(C)cc(C)c3)c2N)c1	0%	-4%	7%	20%	8%	-47%[56.9 µM]	28µM*	20%	-1%
CCCc1cc(=O)[nH]c(SCc2cccnc2)n1	-1%	3%	0%	-4%	33%	-16%	-5%	-5%	3%
O=C1COc2ccc(C(=O)COC(=O)c3ccco3)cc2N1	i	0%	-2%	-11%	10%	-7%[11.4 µM]	-3%[11.4 µM]	2%	4%
O=Cc1ccc(-c2ccccc2C(=O)O)o1	4%	-2%	-18%	1%	11%	1%	-3%	4%	9%[57.1 µM]
COc1ccc(C(O)(CCC(C)C)C(CN2CCOCC2)c2ccc(Cl)cc2)cc1 (stereo not given)	-2%	4%	?	5%	60%[activator]	-5%[56.9 µM]	-23%	1%	9%
O=C(O)CNC(=S)NCc1ccccc1	-5%	2%	-9%	3%	10%	-2%	-5%	-1%	17%[57.1 µM]
C=C(C)c1cccc(C(C)(C)NC(=O)Nc2nncs2)c1	-4%	-5%	-2%	0%	9%	11%	-9%	0%	14%
OCCNCc1ccc(-c2ccccc2)cc1	-10%	-16%	-22%	-24%	24%	26%	-27%	-14%	6%
COc1ccc(CCNCC(C)c2ccccc2)cc1 (stereo not given)	3%	13%	?	-42%	-38%	-15%	7.9µM*	-10%	6%[57.1 µM]
COc1ccc(CNC(=O)Nc2ccc3c(c2)N(C)C(=O)CS3)cc1	-5%	-3%	-16%	-3%	17%	-9%	-16%	1%	10%
NC(=O)C1CCCN(C(=O)c2ccc3c(c2)NC(=O)CS3)C1 (stereo not given)	-3%	-14%	?	-8%	50%[activator]	-17%	3%	-7%	18%
Cc1nc2c3cccnc3nn2c(C)c1CCC(=O)NCc1ccccc1	11%	0%	-13%	10%	20%	39%	-10%	-7%	3%
Cn1cnnc1SCc1ccc(C#N)cc1Cl	-15%	nt	1%	22%	15%	-16%	-10%	-11%	8%
Cc1cccc(Nc2ncnc(N)n2)c1	5%	-1%	-3%	1%	42%[activator]	-10%	-12%[11.4 µM]	4%	17%[57.1 µM]
CCCCn1c(N)c(N(CC(C)C)C(=O)c2ccc(N(C)S(=O)(=O)c3ccc(C)cc3)cc2)c(=O)[nH]c1=O	-11%	-1%	-22%	-11%	25%	4%	-11%	-2%	12%
O=C(CC(c1ccccc1)c1ccccc1)Nc1ccc2c(c1)OCCO2	-17%	-1%	-21%	1%	37%	3%	-13%	4%	-1%
Cc1ccc([N+](=O)[O-])cc1NC(=S)NC(=O)CC(C)(C)C	-8%	-6%	?	0%	-8%	1%	-35%	-6%	?
COc1ccc(OCC(=O)Nc2nc3cc4c(cc3s2)OCCO4)cc1	0%	5%	?	-12%	-12%	-9%	-17%	6%	5%
O=C(c1cc(COc2ccc(F)cc2F)on1)N1CCOCC1	0%	1%	4%	4%	26%	1%	-7%	-3%	19%
C/C=C(\C)C(=O)N1CCC(C(=O)c2ccccc2)CC1	6%	1%	nt	-6%	32%	0%	-10%	0%	11%
CCCCn1c(-c2nonc2N)nc2ccccc21	6%	2%	0%	21%	60%[activator]	21%	-2%	-4%	3%
CC(=O)N1CCc2c(sc(NC(=O)Cc3ccccc3)c2C#N)C1	-5%	0%	-21%	-13%	43%[activator]	-14%	3%	-6%	14%
CCCn1c(-c2cccc([N+](=O)[O-])c2)nc2c1c(=O)[nH]c(=O)n2Cc1ccccc1	-1%	4%	-1%	-12%	-2%	-13%	-32%	3%	3%
Cc1ccc(S(=O)(=O)N2[C@@H](c3ccc(F)cc3)C(C(=O)O)=CC[C@H]2c2cccc(Cl)c2)cc1	-1%	-3%	-30%	27%	16%	2%	-19%	-10%	-5%
C=CCOC(=O)c1cc(-c2ccc(/C=C3\C(=O)NC(=O)C(C#N)=C3C)o2)ccc1Cl	?	4%	7.1µM*	-28%	-97%	?	50µM*	?	?
O=C(NCCN1CCOCC1)C(=O)NCC1OCCN1S(=O)(=O)c1cc(F)ccc1F (stereo not given)	-5%	-2%	41%[activator]	-16%	24%	1%	-1%	-4%	-20%
CCOC(=O)Cn1nc(-c2ccc(Cl)cc2)cc1N	3%	7%	-23%	8%	26%	-14%	-12%	-9%	19%
Cn1nnnc1SCc1ccc(F)cc1	12%	1%	0%	3%	14%	-10%	-9%	-10%	7%[57.1 µM]
CCOc1ccccc1NC(=O)CCNC(=O)c1ccc(Cl)cc1	3%	-7%	476%[activator]	-8%	19%	8%	-8%	-2%	38%[activator][57.1 µM]
COc1ccc(C(=O)N2CCC3(CC2)NCCc2[nH]cnc23)cc1	-6%	22%	6%	2%	19%	9%	-5%	-10%	12%
CCc1ccc(C2/C=C\CNC(c3ccccc3)C(=O)N2Cc2ccc(C)cc2)cc1 (stereo not given)	nt	nt	nt	nt	38%	-12%	-20%	7%	-7%
CCC(C)(C)NC(=O)Cn1c(-c2ccc(C)cc2)noc1=O	-3%	-5%	0%	3%	25%	-14%	3%	0%	13%
CCc1cc2ccc(C)cc2nc1SCC(=O)Nc1cc(OC)c(OC)cc1C(=O)O	-3%	-10%	-18%	34%[activator]	9%	18%	-24%	-18%	16%
COc1ccc(Nc2nnc(-c3ccc(C(=O)NCCO)cc3)c3ccccc23)cc1	-1%	4%	3%	12%	31%	17%	-17%	-3%	11%
Cc1ccc(C(=O)NCCSC(C)(C)C)cc1[N+](=O)[O-]	3%	-7%	-21%	8%	21%	15%	-10%	-5%	11%
Cc1ccc(Cl)cc1NC(=O)C1CCCN1S(=O)(=O)c1ccc(-c2ccc(=O)[nH]n2)s1 (stereo not given)	-1%	16%	-8%	-1%	29%	-16%	-16%	52%[activator]	9%
CCCNC(=O)c1sc2c(c1C(=O)Nc1ccccn1)CCCC2	-9%	-6%	14%	0%	16%	-7%	-14%	-4%	34%[57.1 µM]
O=C(NC(=S)N1CCN(c2ccc([N+](=O)[O-])cc2)CC1)c1ccccc1Cl	-1%	-9%	-9%	19%	16%	9%	-26%	8%	4%
O=C(CCCCCN1C(=O)c2cccc([N+](=O)[O-])c2C1=O)Nc1ccccc1F	-1%	-13%	0%	-7%	22%	-14%	1%	1%	8%
C/C(=N/N=C1/NC(=O)CC(C(=O)O)S1)c1ccccc1 (stereo not given)	i	-1%	1%	-3%	36%	-31%	1%	-3%	-1%
CCCCNC(=O)NC(C(=O)OC)C12CC3CC(CC(C3)C1)C2 (stereo not given)	3%	-2%	4%	5%	17%	10%	-16%	-5%	5%
c1ccc2oc(SCc3cn4ccccc4n3)nc2c1	nt	nt	16%	-1%	31%	0%	-13%	-6%	6%
NC(=O)c1ccccc1NC(=O)C1CCCO1 (stereo not given)	0%	-1%	10%	-1%	22%	-7%	-16%	-3%	7%
CC(C)[C@H](NC(=O)N1CCn2c1nc1ccccc12)C(=O)N[C@H](C(=O)O)c1ccccc1	0%	5%	56%[activator]	-4%	52%[activator]	-8%	-5%	9%	-7%
CCN(CC)S(=O)(=O)c1ccc(S(=O)(=O)NCC2CCCO2)cc1 (stereo not given)	-2%	-2%	0%	1%	30%	26%	-19%	-10%	-10%
CC1Cc2ccccc2N1C(=O)CN(C)CC(=O)Nc1ccc(F)cc1 (stereo not given)	-4%	6%	-13%	-12%	33%	-7%	-21%	-1%	-14%

A portion of the library; rates above refer to the full screens.
